M. tuberculosis: growth inhibition of non-replicating M. tuberculosis (AID 488890); Mycobacterium tuberculosis non-replicating, growth inhibition; higher % means a stronger effect; one-dose inhibition, % at 25 µM; IC50 in µM for titrated hits; hit rate 0.39% among 320,000; in the data active means a potency from the dose series; inconclusive means inhibition mostly from about 82% at the one dose, without a potency; inactive means the rest, 99 in 100 with inhibition below about 76%;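 further: plate controls were DMSO cells for no effect and high antibiotic wells for full effect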
H37Rv inhibition: M. tuberculosis growth inhibition, HTS (AID 449762); M. tuberculosis H37Rv growth inhibition, 7H9 media; higher % means a stronger effect; inhibition, % at 25 µM; hits with a dose series show IC50 in µM; hit rate 0.59% among 330,000; in the data active means a potency from the dose series; inconclusive means inhibition above about 70% without an active follow-up result;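 further: bacterial growth assessed after seven days of incubation; strong numbers were not always called active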
Salmonella PhoP GFP: PhoP regulon inhibitors, Salmonella typhi PhoP promoter GFP reporter, confirmatory (AID 1850). hit rate 0.33% among 310,000. Salmonella Typhi PhoP-promoter GFP reporter, fluorescence, 4 h; higher % means a stronger effect. inhibition, % at 50 µM, or IC50 in µM where a hit was titrated; in the data active means a potency from the dose series; inconclusive means inhibition mostly from about 25% at the one dose, without a potency; inactive means the rest, 99 in 100 with inhibition below about 19%;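 further: 0% = induced wells with vehicle and 100% = uninduced wells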
inhibitors of VEEV: inhibitors of VEEV TC-83 cytopathic effect, confirmation, Vero cells (AID 588727) | one-dose inhibition, % at 20 µM; IC50 in µM for titrated hits | hit rate 0.13% among 350,000 | Vero cells, VEEV TC-83 cytopathic effect inhibition; higher % means a stronger effect; in the data active means a potency from the dose series; inconclusive means inhibition mostly from about 14% at the one dose, without a potency; inactive means the rest, 99 in 100 with inhibition below about 12%; further: strong numbers were not always called active
influenza NS1A: H1N1 influenza NS1A inhibitors, functional cell based assay (AID 504329); NS1A functional cell-based assay, percent inhibition; higher % means a stronger effect; inhibition, % at 12.5 µM, or IC50 in µM where a hit was titrated; hit rate 0.3% among 340,000; in the data active means a potency from the dose series; inconclusive means inhibition above about 27% without an active follow-up result; further: strong numbers were not always called active
* marks the source's active call; other numbers are inactive results; i = inactive; ? = inconclusive; . = not tested or not shown; & = joins results of further samples.

SMILES | M. tuberculosis | H37Rv inhibition | Salmonella PhoP GFP | inhibitors of VEEV | influenza NS1A
COC(=O)c1ccc(NC(=S)N(Cc2cccnc2)Cc2ccco2)cc1 | 39% | 5% | -1% | 3.0% | -11%
COC(=O)c1cc(NC(=O)c2c(F)c(F)c(F)c(F)c2F)cc(C(=O)OC)c1 | 68% | 91% | -6% | 7.8% | -5%
Nc1c(C(=O)Nc2ccc(S(=O)(=O)N3CCCC3)cc2)sc2nc3ccc(OC(F)(F)F)cc3cc12 | -6% | -3% | -2% | 4.4% | -2%
O=C(O)C1CCCCC1C(=O)NCc1cn2ccccc2n1 (stereo not drawn) | -4% | -9% | 0% | 0.3% | 23%
CN(C)/C=N/C(=S)Nc1ccccc1 | 14% | -4% | -10% | 0.6% | 2%
Cc1cc2nc(C)n3c4ccccc4nc3n2n1 | 1% | -5% | 0% | 0.9% | -4%
CC(C)C(NC(=O)COc1ccc2ccccc2c1)C(=O)N/N=C/C=C/c1ccccc1 (stereo not drawn) | 27% | 4% | 0% | 1.3% | -5%
OC(Cn1ccnc1)c1ccc(Cl)cc1Cl (stereo not drawn) | 1% | -8% | 3% | 9.8% | -6%
COc1ccc(CNC(=O)c2cc3c(=O)[nH]c4ccccc4c3n2C)cc1 | 3% | -5% | 2% | 1.6% | -6%
Brc1ccc2nc(-c3cccs3)c(NCC3CCCO3)n2c1 (stereo not drawn) | 30% | 1% | -1% | 8.1% | -7%
COc1ccc(C(C#N)N2N=C(C)CC2(C)C)cc1OC (stereo not drawn) | 11% | -3% | -2% | 0.1% | 2%
Cc1nc(CN(C)C(=O)c2cc(COc3c(F)cccc3F)on2)cs1 | 15% | 2% | 0% | i | 8%
Cc1nc(C(F)(F)F)ccc1C(=O)Nc1ccc2ccccc2n1 | -27% | 1% | 7% | i | -13%
CCN(CCCNC(=O)COc1cc(=O)n(CC)c2ccccc12)Cc1ccccc1 | 11% | -17% | 6% | 5.2% | 5%
CCOc1ccccc1NC(=O)C1CCC(CNc2c(N3CCOCC3)c(=O)c2=O)CC1 (stereo not drawn) | -45% | -16% | . | 1.1% | -7%
COc1ccc(C(=O)OCC(=O)NCCCc2ccccc2)cc1OC | 1% | -4% | -2% | i | -3%
O=C(CCN1C(=O)c2ccccc2C1=O)OCN1C(=O)c2ccccc2C1=O | 3% | 0% | 5% | 0.3% | -21%
COc1ccc(C(=O)Nc2nnc(S(=O)(=O)Cc3ccccc3)s2)cc1 | 10% | 9% | 2% | 3.2% | 3%
COc1ccc(C(=O)Nc2ccccc2C(=O)N/N=C/c2ccccn2)cc1OC | i | 1% | 1% | ? | .
CCOC(=O)c1ccccc1NC(=O)CSc1ccc(-c2ccccn2)nn1 | ? | ? | 18% | 5.9% | -7%
CCOc1ccc(S(=O)(=O)N2CCCCC2)cc1NC(=O)C1=COCCO1 | -1% | -1% | 7% | 10% | 4%
CCOc1cc(NC(=O)c2cccs2)c(OCC)cc1NC(=O)CCC(=O)NCC1CCCO1 (stereo not drawn) | -6% | -11% | 5% | 0.9% | .
COc1ccc(/C=N/N=C2/NC(=O)C(CC(=O)O)S2)cc1OCc1ccccc1Cl (stereo not drawn) | -4% | 4% | -7% | 0.7% | -5%
CN(C(=O)CSc1nnc(C2CC2)n1-c1ccccc1)C1CCS(=O)(=O)C1 (stereo not drawn) | -10% | -4% | . | i | -6%
O=S(=O)(c1ccccc1)[C@@]1(c2ccccc2)C[C@@H]2ON=C(c3cccc(-c4ccccc4)c3)[C@@H]2C1 | 7% | -5% | -16% | 0.2% | -9%
CCc1cc2c(SCC(=O)NCC3CCCO3)ncnc2s1 (stereo not drawn) | -11% | 0% | . | 2.0% | -14%
COc1cccc(CN2C(=O)CCC2(C)C(=O)NC2CCCCC2)c1 (stereo not drawn) | . | -10% | -9% | 0.1% | 10%
Cc1ccc(C)c(NC(=O)CS(=O)(=O)c2c[nH]c3ccccc23)c1 | -2% | -4% | -10% | 9.1% | 4%
S=C(c1cn(Cc2ccc(Br)cc2)c2ccccc12)N1CCOCC1 | -4% | 8% | 5% | 4.1% | 14%
O=C(NC1CCCCC1)N1CCc2[nH]c3ccccc3c2C1 | 20% | -1% | -5% | 4.6% | -1%
Cc1ccccc1CNC(=O)C1CCC(=O)N(C2CC2)C1 (stereo not drawn) | -1% | -5% | -10% | 0.2% | -11%
O=C(Oc1ccc(OC(=O)C2CCC2)cc1)C1CCC1 | 64% | -8% | -4% | i | -1%
O=C(NC1CCCC1)C(c1ccncc1)N(C(=O)Cc1cccs1)c1cccc(F)c1 (stereo not drawn) | -5% | 8% | 3% | 0.1% | 0%
N#Cc1sc(NCc2ccccc2)nc1Cl | 33% | 0% | -3% | 0.1% | 8%
CC(C)CCNC(=O)COC(=O)/C=C/c1ccc2ccccc2n1 | ? | ? | 16% | 1.2% | -4%
O=C(Nc1ccc(Br)cc1)C1CC(O)CN1C(=O)OCc1ccccc1 (stereo not drawn) | -2% | 6% | -2% | 1.3% | -2%
O/C=c1\ccc2cccc3nc(C(F)(F)F)nc1c23 | ? | 2% | -2% | i | 21%
Cc1ccc(NC(=O)CN2C(=O)S/C(=C\c3ccc(-c4cccc(C(=O)O)c4C)o3)C2=O)cc1 | -13% | -7% | -9% | . | .
COc1ccc(NC(=O)c2ccc(CN3CCc4ccccc4C3)cc2)cc1OC | -10% | -5% | -3% | 0.3% | 0%
O=C(CSc1ccc(-c2ccc(-n3cccn3)cc2)nn1)Nc1ccccc1F | 20% | -1% | 0% | 11% | -4%
Nc1nonc1-n1nnc(C(=O)N/N=C/c2cccc(F)c2)c1-c1ccc2c(c1)OCO2 | 9% | 5% | -5% | 2.3% | -4%
Cc1cc(C)cc(NC(=O)CCNS(=O)(=O)c2ccc3c(c2)oc(=O)n3C)c1 | -10% | -1% | -7% | 1.0% | 2%
CCC1CCCCN1C(=O)CSc1nc2c(cnn2-c2ccc(C)cc2)c(=O)[nH]1 (stereo not drawn) | 18% | -4% | 1% | 1.1% | 4%
O=C(COC(=O)c1cc(-c2cccs2)nn1-c1ccccc1)Nc1ccc(F)c([N+](=O)[O-])c1 | 57% | 7% | -2% | 0.1% | 6%
COc1ccc(-c2nc(CSCC(=O)NCc3ccc4c(c3)OCO4)c(C)o2)cc1OC | 16% | -2% | 1% | 4.6% | 21%
O=C(CN1C(=O)NC2(CCCc3ccccc32)C1=O)Nc1cc(F)ccc1F (stereo not drawn) | 1% | 25% | 4% | 4.7% | 14%
O=C(Cc1ccccc1)N/N=C/C=C/c1cccc([N+](=O)[O-])c1 | -3% | 4% | -1% | 0.4% | 10%
CCNC(=O)CC1C(=O)N(CC)C(=S)N1NC(=O)c1ccccc1 (stereo not drawn) | -8% | -6% | -9% | 0.3% | .
CCCCc1ccc(/C=C2\C(=O)ON=C2c2ccccc2)s1 | ? | ? | -5% | 0.7% | 4%
Cc1nn(-c2ccccc2)c2sc(C(=O)OCN3C(=O)c4ccccc4C3=O)cc12 | 10% | 6% | 3% | . | .
O=C(NCCN1CCOCC1)c1cccc(S(=O)(=O)N2CCCC2)c1 | -6% | -1% | -6% | 1.9% | 18%
COc1ccc(/C=N/OCC(=O)N=Nc2c(O)[nH]c3ccc(Br)cc23)cc1 | 6% | 62% | 3% | 9.3% | 3%
N=c1sccn1Cc1ccc(Cl)cc1Cl | -4% | 3% | 0% | 0.4% | -9%
Oc1ccc2c3c1O[C@H]1[C@@H](O)CC[C@@]4(O)[C@@H](C2)N(CC2CCC2)CC[C@]314 | 1%&-4% | -7%&1% | -10%&-6% | 1.9% | 0%&5%
COCc1nnc(NC(=O)c2ccco2)s1 | -12% | -2% | 0% | 6.4% | 12%
CSCC[C@H](NS(=O)(=O)c1ccc(C)cc1)C(=O)N1CCC(C(=O)N[C@H](C(=O)O)c2ccccc2)CC1 | -5% | 0% | -6% | 1.3% | -5%
O=C(CSc1nc2ccccc2n1S(=O)(=O)c1cccc([N+](=O)[O-])c1)NCCc1ccccc1 | 80% | 16% | -1% | 0.8% | 2%
Cc1nnc2c(N(C)S(=O)(=O)c3ccccc3)nc3ccccc3n12 | -6% | 2% | 7% | i | 10%
O=C(NC1Cc2ccccc2C1)c1cc(COc2cccc(C(F)(F)F)c2)on1 | 7% | 10% | -5% | 6.3% | -3%
CCOC(=O)C1CCN(c2c(NCCCN(CC)Cc3ccccc3)c(=O)c2=O)CC1 | 1% | -12% | 9% | 4.4% | -2%

Eleven consecutive compounds from above, quoted:
SMILES | M. tuberculosis | H37Rv inhibition | Salmonella PhoP GFP | inhibitors of VEEV | influenza NS1A
O=C(CN1C(=O)NC2(CCCc3ccccc32)C1=O)Nc1cc(F)ccc1F (stereo not drawn) | 1% | 25% | 4% | 4.7% | 14%
O=C(Cc1ccccc1)N/N=C/C=C/c1cccc([N+](=O)[O-])c1 | -3% | 4% | -1% | 0.4% | 10%
CCNC(=O)CC1C(=O)N(CC)C(=S)N1NC(=O)c1ccccc1 (stereo not drawn) | -8% | -6% | -9% | 0.3% | .
CCCCc1ccc(/C=C2\C(=O)ON=C2c2ccccc2)s1 | ? | ? | -5% | 0.7% | 4%
Cc1nn(-c2ccccc2)c2sc(C(=O)OCN3C(=O)c4ccccc4C3=O)cc12 | 10% | 6% | 3% | . | .
O=C(NCCN1CCOCC1)c1cccc(S(=O)(=O)N2CCCC2)c1 | -6% | -1% | -6% | 1.9% | 18%
COc1ccc(/C=N/OCC(=O)N=Nc2c(O)[nH]c3ccc(Br)cc23)cc1 | 6% | 62% | 3% | 9.3% | 3%
N=c1sccn1Cc1ccc(Cl)cc1Cl | -4% | 3% | 0% | 0.4% | -9%
Oc1ccc2c3c1O[C@H]1[C@@H](O)CC[C@@]4(O)[C@@H](C2)N(CC2CCC2)CC[C@]314 | 1%&-4% | -7%&1% | -10%&-6% | 1.9% | 0%&5%
COCc1nnc(NC(=O)c2ccco2)s1 | -12% | -2% | 0% | 6.4% | 12%
CSCC[C@H](NS(=O)(=O)c1ccc(C)cc1)C(=O)N1CCC(C(=O)N[C@H](C(=O)O)c2ccccc2)CC1 | -5% | 0% | -6% | 1.3% | -5%

(listing goes on)
SMILES | M. tuberculosis | H37Rv inhibition | Salmonella PhoP GFP | inhibitors of VEEV | influenza NS1A
COc1ccc(S(=O)(=O)N(C)C[C@H]2Oc3c(NC(=O)Nc4c(C)noc4C)cccc3C(=O)N([C@@H](C)CO)C[C@H]2C)cc1 | 9% | 1% | . | 0.3% | 2%
CC(C)c1ccccc1NC(=O)CCc1nc2ccccc2s1 | 38% | -4% | -2% | 0.3% | 6%
Cc1[nH]n(-c2ccccc2)c(=O)c1C(=O)c1ccc([N+](=O)[O-])cc1 | 16% | 19% | -6% | 0.3% | -7%
O=[N+]([O-])c1ccc(N2CCN(c3ccc([N+](=O)[O-])cc3CO)CC2)c(CO)c1 | 9% | 4% | -18% | 2.6% | -1%
Cc1ccc(C(=O)CSc2nnc(-c3ccccc3)n2-c2ccccc2)o1 | -9% | -2% | -12% | i | -5%
Cc1cc(/C=N/Nc2ccc([N+](=O)[O-])cn2)c(C)n1-c1ccc(C(=O)O)cc1 | -10% | 17% | -9% | 1.5% | 10%
COC(=O)c1cccc(C23CC4(C2)[C@H](CN(C)[C@@H]4c2ccccc2)C3c2ccc(C(F)(F)F)cc2)c1 (stereo partly drawn) | 2% | 1% | -4% | 0.1% | -5%
Cc1ccccc1N=C1SCCN1C(=O)CN1C(=O)NC2(CCCC2)C1=O | -14% | -8% | 5% | 1.3% | -7%
CC1CCN(S(=O)(=O)c2cccc(S(=O)(=O)N3CCCC3)c2)CC1 | 4% | 8% | 6% | i | 3%
O=C(CSc1nnc(NC(=O)c2ccc3c(c2)OCO3)s1)NCc1ccco1 | 28% | 19% | -20% | 0.1% | 4%
O=Cc1cn(Cc2cccc([N+](=O)[O-])c2)c2ccccc12 | 55% | 6% | -5% | i | -5%
Cc1cc(C(C)(C)C)oc1C(=O)N(CC(=O)NC1CCCC1)c1ccc(F)cc1 | 23% | 5% | -24% | i | 0%
CC(CNc1nc2ccccc2n2cnnc12)c1ccccc1 (stereo not drawn) | 10% | -2% | -8% | 7.5% | -2%
COc1cc(C2NC(=O)CCC2[N+](=O)[O-])cc(Br)c1OC (stereo not drawn) | -8% | -3% | 4% | 1.5% | -8%
COc1ccc(CNCC(O)COc2ccc(C)cc2[N+](=O)[O-])cc1 (stereo not drawn) | 23% | -12% | 25% | 1.4% | 1%
COc1ccc2c(CC(=O)NC3CCCc4ccccc43)coc2c1 (stereo not drawn) | 50% | -3% | -5% | 1.8% | -5%
CCN(CC)c1ncnc2c1[nH]c1ccccc12 | 20% | -1% | -17% | 12% | -20%
O=C(CSc1n[nH]c(=O)n1C1CC1)c1ccc(F)cc1 | 10% | -9% | 12% | 0.4% | .

From PubChem
